Pol eta inh – qHTS for Inhibitors of Polymerase Eta | DNA polymerase eta (Homo sapiens), Q9Y253 | 390,000 tested, 1.2% active | Potency, µM (doses to about 114 µM), without a hit: at the highest dose activity change, negative = inhibition, hits mostly inhibitors | recombinant Pol eta, fluorescent DNA replication assay; also: potency is read from the fitted curve at half-maximal effect; % is scaled to controls: 0 for no effect and ±100 for the full control effect
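Pol eta (10 nM) was preincubated with compounds for 15 min at room temperature, after which fluorescent replication substrate (50 nM final) was added to start the reaction. Fluorescence was read kinetically at 0 and 10 min.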
Pol kappa inh – qHTS for Inhibitors of Polymerase Kappa | purified Pol kappa, fluorescent DNA synthesis assay, 10 min | Potency, µM (doses to about 107 µM), without a hit: at the top dose activity, negative = inhibition, usual class: inhibitors | 400,000 tested, 0.53% active | AID 588579, 2011; also: potency is read from the fitted curve at half-maximal effect; % is scaled to controls: 0 for no effect and ±100 for the full control effect
Target sequence (Q9UBT6 whole entry, looked up): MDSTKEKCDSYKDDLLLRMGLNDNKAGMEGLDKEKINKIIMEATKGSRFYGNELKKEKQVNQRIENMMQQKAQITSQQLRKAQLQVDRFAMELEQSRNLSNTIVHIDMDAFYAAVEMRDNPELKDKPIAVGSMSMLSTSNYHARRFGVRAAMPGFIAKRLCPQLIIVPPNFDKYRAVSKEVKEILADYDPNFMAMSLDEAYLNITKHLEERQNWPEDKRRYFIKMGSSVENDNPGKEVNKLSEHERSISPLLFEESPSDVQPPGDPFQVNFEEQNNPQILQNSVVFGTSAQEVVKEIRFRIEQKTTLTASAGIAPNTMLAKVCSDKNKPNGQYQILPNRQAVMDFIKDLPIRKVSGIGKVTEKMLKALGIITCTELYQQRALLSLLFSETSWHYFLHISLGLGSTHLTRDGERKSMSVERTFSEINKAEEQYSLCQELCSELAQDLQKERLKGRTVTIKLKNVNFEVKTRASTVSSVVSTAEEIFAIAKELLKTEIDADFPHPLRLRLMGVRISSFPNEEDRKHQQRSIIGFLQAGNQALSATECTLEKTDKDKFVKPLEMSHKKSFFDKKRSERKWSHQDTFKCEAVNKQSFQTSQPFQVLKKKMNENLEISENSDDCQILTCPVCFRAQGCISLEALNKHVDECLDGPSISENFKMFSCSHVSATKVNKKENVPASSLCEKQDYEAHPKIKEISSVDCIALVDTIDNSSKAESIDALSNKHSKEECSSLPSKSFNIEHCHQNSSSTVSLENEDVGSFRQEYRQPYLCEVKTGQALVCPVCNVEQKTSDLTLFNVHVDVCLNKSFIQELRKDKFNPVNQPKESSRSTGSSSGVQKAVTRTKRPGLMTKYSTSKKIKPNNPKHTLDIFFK
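Inhibition of 10 nM Pol kappa is measured by a fluorescent read-out at 0 and 10 min following addition of 50 nM substrate (final), with a 15-min room-temperature compound preincubation.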
LDHA inh – qHTS assay for inhibitors of human lactate dehydrogenase; 480,000 tested, 0.15% active; L-lactate dehydrogenase A chain (Homo sapiens), P00338; purified LDHA, NADH/diaphorase-resazurin fluorescence; hits give low values; activity change, % (values are at about 110 or 230 µM); in the data active = activity change below about -30%; inconclusive = mostly about -25% to -30%;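 also: plate controls were DMSO wells for no effect and wells without enzyme for full effect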
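LDH5 2 nM; NADH 0.06 mM, pyruvate 0.2 mM; 200 mM Tris pH 7.4, EDTA, Tween-20; 5 min RT. Detection: diaphorase 0.133 mg/mL + resazurin 37 µM, fluorescence ex540/em590 at 0 and 20 min; normalized to enzyme-free and DMSO wells.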
APEX1 inh – qHTS Assay for Inhibitors of the Human Apurinic/apyrimidinic Endonuclease 1 (APE1); DNA repair nuclease/redox regulator APEX1 (Homo sapiens), P27695; recombinant APE1, TAMRA/BHQ-2 abasic DNA cleavage fluorescence; Potency, µM (highest dose often 65.8 µM), for the others: at the highest dose activity change, negative = inhibition, hits mostly inhibitors; 350,000 tested, 0.35% active; AID 2517, 2012;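 also: potency is read from the fitted curve at half-maximal effect; plate controls were vehicle for no effect and reference inhibitor for full effect; nearly all actives have a fitted effect of over 55% in size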
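Compound pre-exposure to 0.75 nM APE1, 15 min at ambient temperature. Reaction initiated with 50 nM TAMRA/BHQ-2 THF substrate, read immediately in kinetic mode, 525 nm excitation, 598 nm emission.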
ALOX12 inh – Primary qHTS assay for inhibitors of human arachidonate 12S-lipoxygenase (ALOX12): Round 2; Polyunsaturated fatty acid lipoxygenase ALOX12 (Homo sapiens), P18054; purified 12hLO, xylenol orange hydroperoxide absorbance; 580,000 tested, 1.1% active; Potency, µM (highest dose often 108 µM), inactives show at the top dose activity change, negative = inhibition, most hits filed as inhibitors; AID 1671190, 2021; also: potency is read from the fitted curve at half-maximal effect; % is scaled to controls: 0 for no effect and ±100 for the full control effect
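Hydroperoxide product was detected by ferrous iron/xylenol orange as the 573 to 405 nm absorbance ratio. Arachidonic acid at 40 uM (final) was turned over for 30 min at room temperature by 150 nM human 12hLO, pH 7.0 Hepes buffer, after 15 min compound preincubation.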
POLB inh – qHTS Assay for Inhibitors of DNA Polymerase Beta; Pol beta primer extension/strand displacement, fluorescence kinetic; AID 485314, 2010; Potency, µM (titrated, usually from 114 µM), inactives show at the top dose activity change, negative = inhibition, most hits filed as inhibitors; 340,000 tested, 1.3% active; also: potency is read from the fitted curve at half-maximal effect; % is scaled to controls: 0 for no effect and ±100 for the full control effect
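Kinetic readout of DNA synthesis with strand displacement by Pol beta. Compound and 10 nM enzyme sit 15 min at room temperature; 50 nM substrate starts the reaction, read immediately and at 10 min.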
Anesthetic bind – qHTS Assay for Identification of Novel General Anesthetics; apoferritin/1-aminoanthracene competitive binding, fluorescence; Ferritin light chain (Equus caballus), P02791; Potency, µM (series often up to 77.5 µM), inactives show at the highest dose activity change, negative = displacement, usual class: inhibitors; 350,000 tested, 0.074% active; AID 485281, 2010; also: potency is read from the fitted curve at half-maximal effect; % is scaled to controls: 0 for no effect and ±100 for the full control effect; nearly all actives have a fitted effect of over 20% in size
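10 uM apoferritin + 50% sat. 1-AMA, PBS; cpd 10 min RT; Ex380/Em535 endpoint; normalized to free probe vs complex; 4-param Hill fit; propofol titration as pos. ctrl.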
ERG Ets-DNA blk – qHTS for Small Molecule Inhibitors of the ERG Ets/DNA interaction | Transcriptional regulator ERG (Homo sapiens), P11308 | Potency, µM (titrated, usually from 76.9 µM), without a hit: at the top dose FP activity, negative = inhibition, hits mostly inhibitors | fluorescence polarization, His-ERG Ets domain / labelled DNA | 370,000 tested, 0.028% active; active = well fitted inhibition curve with a large enough effect in the polarisation, with a control signal flat; inconclusive = small, poorly fitted or top-dose-only effect, or effect the other way, or a change in a side signal; inactive = no such curve, though single readings can be large or run the other way; the % refers to the polarisation;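 also: polarization taken with two DNA probes labelled with fluorescein and Texas red; potency is read from the fitted curve at half-maximal effect; % of control where 0% means no effect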
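His-tagged ERG Ets domain (1 uM in the protein solution; 300mM KCl, 50mM Tris-HCl, 1mM EDTA, 1mM DTT, pH 7.5) received compound, then a probe mix of 5 nM fluorescein-DNA and 100nM Texas-615-DNA. Fluorescence polarization was read for both dyes.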
RGS4 inhibitor – Inhibitors of Regulator of G Protein Signaling (RGS) 4: qHTS; Transcreener GDP fluorescence polarization, RGS4-accelerated GTP hydrolysis; Regulator of G-protein signaling 4 (Homo sapiens), P49798; Potency, µM (series often up to 114 µM), without a hit: top-dose activity change, negative = inhibition, usual class: inhibitors; 390,000 tested, 0.039% active; AID 504845, 2011; also: potency is read from the fitted curve at half-maximal effect; % is scaled to controls: 0 for no effect and ±100 for the full control effect; nearly all actives have a fitted effect of over 75% in size; some results filed as inactive show a strong effect at the top dose
Target sequence (P49798 whole entry, looked up): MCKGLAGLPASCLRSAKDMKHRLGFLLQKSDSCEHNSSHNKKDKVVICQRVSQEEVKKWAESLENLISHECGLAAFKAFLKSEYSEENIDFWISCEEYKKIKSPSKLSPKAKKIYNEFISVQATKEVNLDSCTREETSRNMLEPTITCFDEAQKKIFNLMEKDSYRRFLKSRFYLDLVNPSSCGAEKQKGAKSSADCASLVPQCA
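MLSMR compounds (23 nl, pin-transferred) preincubated 10 min at room temperature with a 500nM (2x) first reagent, then RGS4 at 900nM (2x) plus Transcreener GDP mix added; fluorescence polarization (620/688 nm) read before and after 90 min at 30 °C.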
* marks the source's active call; other numbers are inactive results; ? = inconclusive; / = not tested or not shown; & = joins results of further samples; [ ] = another dose, or the depositor's remark. Unless noted, calls follow the shape of the dose curve; as a rule, active = well fitted curve in the direction sought with a large enough effect; inconclusive = small, poorly fitted or top-dose-only effect, or another doubt; inactive = no such curve, though single readings can be large; an effect the other way counts as inactive or inconclusive.

SMILES,Pol eta inh,Pol kappa inh,LDHA inh,APEX1 inh,ALOX12 inh,POLB inh,Anesthetic bind,ERG Ets-DNA blk,RGS4 inhibitor
Cc1cccc(NC(=O)c2oc(=O)c3ccccc3c2-c2ccccc2)c1C,-12%,-15%,-1,7%,?,-21%,2%,8%,-6%
CCCCC(c1nnnn1C(C)C)N1CCN(C(=O)c2ccco2)CC1 (centres undefined),1%,-3%,-3,-2%,?,4%,5%,-1%,-9%
O=C(Nc1sc2c(c1C(=O)NCC1CCCO1)CCC2)c1cc(=O)c2ccccc2o1 (centres undefined),-19%,8%,-4,/,-21%,0%,3%,2%,3%
COc1ccccc1N1CCN(Cc2cc(=O)c(OCC(=O)NC(C)C)co2)CC1,4%,3%,-1,-1%,7%,0%,-6%,-9%,-50%[56.9 µM]
Nc1nonc1-n1nnc(C(=O)N/N=C/c2cccs2)c1CSc1ccccc1,-9%,-21%,-7,2%,41%[activator],-30%,-5%,3%,-14%[56.9 µM]
CCCSc1nsc(NC(=O)Nc2ccc(F)cc2F)n1,-20%,1%,-1,-2%,14%,18%,77%[activator],-8%,6%
C/C(=C\C(=O)OCCCCCCCCC(=O)O)C[C@@H]1OC[C@H](C[C@@H]2O[C@H]2[C@@H](C)[C@H](C)O)[C@@H](O)[C@H]1O,-14%,4%[19.4 µM],-8,/,16%,/,/,-2%,1%
Cc1cc(C(F)F)n2nc(C(=O)Nc3c(C)cccc3C)nc2n1,-6%,-6%,-2,/,-22%,11%,-11%,4%,3%
N#Cc1c(-c2ccc3c(c2)OCO3)cc[nH]c1=O,-3%,1%,-3,-11%,/,14%,1%,6%,-42%
COC(=O)C1=C(O)C(C(=O)OC)C(c2ccc(C)cc2)C(C#N)(C#N)C1c1ccc(C)cc1 (centres undefined),-12%,-5%,-12,-2%,-3%,-24%,-5%,-6%,-11%
COc1cc2[nH]cc(C(=O)NCc3cccs3)c(=O)c2cc1OC,6%,13%,-6,/,22%,/,/,13%,-36%
O=C(c1nc2nc(-c3ccccc3)cc(C(F)(F)F)n2n1)N1CCOCC1,11%,-1%,-14,1%,-6%,-10%,-7%,2%,28%
COc1cccc(NC(=O)Nc2nnc(-c3ccccc3SCc3ccccc3)s2)c1,4%,0%,-8,10%,-13%,30%,-11%,5%,28%
COc1ccc(NC(=O)Cn2c(=O)c(C)nc3ccccc32)cc1Cl,-3%,-5%,-8,2%,0%,5%,1%,-2%,18%
Cc1ccc2c(c1)C(=O)C(=O)N2CCCOc1ccccc1,-12%,-6%,-1,-1%,-19%,-5%,-22%,33%[activator],?
CCSc1nnc(NC(=O)C2CCN(S(=O)(=O)c3cc(C(F)(F)F)ccc3Cl)CC2)s1,-7%,-7%,-14,4%,-12%,-14%,8%,-2%,18%
O=C(COc1ccc2ccccc2c1)NNC(=O)[C@@H]1CCCC[C@@H]1C(=O)O,-21%,-14%,-5,-2%,0%,14%,?,-6%,8%
Cc1ccc(/C=C/C(=O)NCc2cccs2)cc1,-9%,-10%,-9,-18%,-9%,0%,4%,6%,-7%
Cc1nc(SCCc2nc3ccccc3[nH]2)c2oc3ccccc3c2n1,-6%,-2%,-1,-25%,14µM*,/,/,/,-52%
CN(C[C@H](Cc1ccccc1)N(CCN(CCc1ccccc1)N=O)N=O)N=O,-6%,-2%,-6,-3%,-20%,10%,-14%,-10%,1%
COc1cc(/C=C/C(=O)O)cc(S(=O)(=O)NCc2ccc3c(c2)OCO3)c1OC,-3%,?,-4,9%,-1%,-28%,-10%,-2%,-51%
Cc1ccc(S(=O)(=O)N(C)C)cc1NC(=O)c1ccccc1Br,-16%,0%,-5,-4%,-9%,-17%,-13%,-2%,-17%
Cc1nn(CCc2nn[nH]n2)c2nc(-c3ccc(Br)cc3)cc(C(F)(F)F)c12,-11%,-3%,-8,-4%,-17%,1%,-8%,-2%,-5%
Cc1ccc(C)c(Sc2ccc(NC(=O)CCN3C(=O)NC4(CCCC4)C3=O)cc2)c1,-18%,-13%,-2,21%,?,/,/,-8%,1%
Cc1ccc(-n2nc3c(=O)n(C(C)C(=O)NCCC4=CCCCC4)nc(C)c3c2C)cc1 (centres undefined),-22%,-16%,2,77%[activator],25%,-1%,?,0%,-14%
CCn1cc(S(=O)(=O)c2cccc(C)c2)c(=O)c2cc(F)c(N3CCCC(C)C3)cc21 (centres undefined),3%,-5%,-8,/,1%,11%,-1%,6%,0%
Cn1nc(-c2ccc(Cl)cc2)cc1NC(=O)CC(C)(C)CC(=O)O,-12%,0%,-6,8%,10%,-1%,2%,-4%,4%
CCCc1cc(=O)[nH]c2nnc(SCC(=O)Nc3ccc4c(c3)OCCO4)n12,-15%,-7%,8,43%,-18%,/,/,4%,-38%
Cn1c(=O)c2c(nc(CCc3ccccc3)n2C)n(C)c1=O,-21%,1%,-7,/,3%,/,/,-1%,-6%
Cc1ccc(CNC(=O)CSc2nc3ccccc3c(=O)n2CCCO)cc1,-5%,-3%,-6,-3%,-10%,1%,-2%,/,1%
COc1ccc(CCNC(=O)Cc2cc(=O)[nH]c(=O)[nH]2)cc1OC,-15%,5%,-5,-1%,41%[activator],16%,2%,10%,5%
CC1CCC2(CC1)NC(=O)N(CC(=O)N(Cc1ccccc1)C(C)(C)C)C2=O (centres undefined),-19%,-5%,-1,18%,-5%,/,/,-9%,-34%
CCCN1CCN(C2CCCCC2NS(=O)(=O)c2ccc(Cl)cc2)CC1 (centres undefined),-5%,-3%,-4,9%,/,26%,-2%,-1%,24%[56.9 µM]
CC(=O)c1ccc(-c2ccc(C(=O)N3CCCc4ccccc43)o2)cc1,-6%,-12%,-9,-10%,-7%,-2%,?,-8%,18%
C/C(=N\NC(=O)c1nnn(-c2nonc2N)c1C)c1ccc(OCc2ccccc2)cc1,-4%,-24%,-8,68%[activator],-14%,8%,-2%,-8%,7%
COCCN(C(=O)COC(=O)c1cccnc1Cl)c1c(N)n(Cc2ccccc2)c(=O)[nH]c1=O,-12%,-5%,-5,19%,-14%,/,/,-1%,23%
O=C(Nc1ccc(Cl)cc1)N1CCOC12CCC1(CC2)OCCO1,-26%,-5%,-3,1%,8%,-13%,-8%,-6%,-7%
Nc1nc(N)c(N=Nc2ccccc2)c(=O)[nH]1,-14%,-9%,-2,/,?,/,/,-1%,-19%
COc1cccc(C(=O)Nc2cccc(NC(C)=O)c2)c1,-13%,1%,23,-4%,-23%,0%,-14%,2%,-31%
O=C(NCC1CCCO1)[C@@H]1CSC2c3ccccc3C(=O)N21 (some centres undefined),-9%,-6%,-8,0%,9%,6%,-11%,-4%,5%[11.4 µM]
OC[C@H]1O[C@@H](n2cnc3cncnc32)[C@H](O)[C@@H]1O,-5%[57.1 µM],-4%&-4%[60.1 µM],/,11%&1%,1%,2%[57.1 µM],3%,/,8%[56.9 µM]
COC(=O)c1ccc(NC(=O)CNCc2ccncc2)cc1,-9%,-3%,-30*,-1%,-14%,32%,-4%,-6%,-28%
CC(C)n1cnc2cc(NCc3ccccc3O)ccc21,-20%,7%,20,15%,12%,0%,-9%,15%,-54%
Cc1ccc(NC(=O)COC(=O)c2ccc(=O)n(Cc3ccccc3)n2)cc1F,-17%,-7%,-5,5%,-19%,/,/,6%,32%
OC(CN1CCOCC1)c1ccc(F)cc1 (centres undefined),-15%,-3%,?,-4%,?,-1%,-4%,5%,20%
O=C(Nc1ccc(S(=O)(=O)N2CCC(c3nc4ccccc4s3)CC2)cc1)c1ccccc1F,0%,3%,-2,/,-9%,4%,-12%,6%,2%
CCNC(=O)NC(=O)C(C)OC(=O)c1cccnc1SC (centres undefined),0%,-8%,-5,/,8%,/,/,4%,-4%
COc1cc(C(=O)Nc2c(C(=O)Nc3ccccc3F)oc3ccccc23)cc(OC)c1OC,-3%,-8%,1,/,-12%,-1%,-5%,-5%,8%
Cc1ccccc1NCC(=O)N=Nc1c(O)[nH]c2ccc([N+](=O)[O-])cc12,-9%,-29%,0,1%,-6%,9%,-24%,12%,-21%[56.9 µM]
O=S(=O)(c1ccccc1)N1CCN(c2nc(-c3cccnc3)nc3ccccc23)CC1,13%,-2%,-2&-1,-18%,-20%&27%,/,/,6%,11%

A portion of the library. The share of hits here may be higher or lower than overall.
